From PubChem BioAssay
RTF Ca sens inh: cardiac RTF calcium sensitivity inhibitors, primary screen, biochemical, IANBD-TnC fluorescence, EC70 calcium; Troponin I, cardiac muscle (Homo sapiens) + Troponin T, cardiac muscle (Homo sapiens) + …; IANBD-labeled cardiac RTF, Ca2+ fluorescence; inhibition, % at 7.15 µM; 0.12% of 340,000 active;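 active means inhibition above the mean inhibition of all tested compounds plus 3 SD, cut at about 17% in these data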;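 further: assay run at fixed EC70 calcium of 1.6 mM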
Mot1-301 SUMO: yeast Mot1-301 growth rescue at high temperature, primary screen, SUMOylation pathway inhibitor project, S. cerevisiae, ATP luminescence, 38.5C; S. cerevisiae Mot1-301 growth rescue; percent above DMSO median, 100 means doubled; growth rescue, % at 18.8 µM; 1% of 320,000 active; AID 2716, 2010;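 active means every valid replicate shows activation above 250% relative to neutral control wells; inactive means the rest, any valid replicate at or below 250%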;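 further: OY570 slx delta 5 strain wells were the positive control but not used for scaling; some compounds called inactive have numbers as strong as hits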
Rtt109 HAT inh: inhibitors of C. albicans Rtt109/Vps75 HAT, primary screen, biochemical, ThioGlo CoA-SH fluorescence, plate reader; Histone acetyltransferase RTT109 (Candida albicans (strain SC5314 / ATCC MYA-2876)), …; purified Rtt109/Vps75, 4 h; inhibition, % at 34.9 µM; 0.16% of 330,000 active; AID 540336, 2011;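 active means inhibition of at least 50% in every replicate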
C-LANA FP: inhibitors of KSHV C-LANA binding to DNA, primary screen, biochemical, fluorescence polarization, FAM-LBS DNA, MBP-C-LANA, single point | inhibition, % at 9 µM | 0.078% of 340,000 active;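 active means highest replicate inhibition at or above 60% at 9 µM, even if other replicates fall short; inactive means all replicates below 60% inhibition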;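 further: 0% = neutral control wells and 100% = 4 µM acridine orange control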
PfHsp90 set2: growth inhibition of PfHsp90-expressing yeast, primary screen, antimalarial PfHsp90 inhibitor project, S. cerevisiae, BacTiter-Glo luminescence, single point, set 2 | inhibition, % at 9.4 µM | AID 504621, 2011 | 0.32% of 310,000 active | BacTiter-Glo ATP, 48 h; yeast lacking PDR1 and PDR3 efflux regulators;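 active means every replicate shows inhibition above about 80%, whatever the replicate mean, limit read from the data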;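 further: 0% = DMSO neutral controls and 100% = 20 µM radicicol positive controls; yeast relying on Plasmodium falciparum Hsp90 in place of its own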
NSD2 HMT inh: NSD2 histone methyltransferase inhibitors, primary screen, biochemical, AlphaScreen, single concentration, set 2 | Histone-lysine N-methyltransferase NSD2 (Homo sapiens), O96028 | NSD2 peptide methylation, 120 min | inhibition, % at 12.5 µM | 0.54% of 310,000 active; in the data active means inhibition above about 50%
dFosB act: activators of delta FosB homodimer, primary screen, biochemical, fluorescence polarization, TAMRA-CDK5 oligo, single point. Protein FosB (Mus musculus), P13346. purified delta FosB; percent of positive-control signal above neutral wells. activation, % at 25 µM. 0.99% of 340,000 active;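 active means mean activation above about 17%, with every replicate also reaching it, limit read from the data, passing the limit was not always enough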;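 further: fluorescence polarization rise as delta FosB binds a TAMRA Cdk5 AP-1 oligo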
Target sequence (P13346 whole entry, looked up): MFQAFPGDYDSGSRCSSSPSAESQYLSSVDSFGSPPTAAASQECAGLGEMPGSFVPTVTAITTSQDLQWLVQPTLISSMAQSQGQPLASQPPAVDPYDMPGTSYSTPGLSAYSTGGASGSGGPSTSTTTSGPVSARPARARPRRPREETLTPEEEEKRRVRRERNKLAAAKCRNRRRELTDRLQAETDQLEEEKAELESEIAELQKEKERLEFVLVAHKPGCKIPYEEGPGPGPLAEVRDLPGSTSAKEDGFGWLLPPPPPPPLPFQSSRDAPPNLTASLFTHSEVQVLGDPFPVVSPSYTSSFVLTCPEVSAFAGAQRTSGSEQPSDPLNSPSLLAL
CDK5 inh: inhibitors of human CDK5/p35 kinase, primary screen, biochemical, single concentration | Cyclin-dependent kinase 5 (Homo sapiens) + Cyclin-dependent kinase 5 activator 1 (Homo … | Recombinant CDK5/p35, ADP-Glo luminescence, 60 min | inhibition, % at 10 µM | 0.01% of 330,000 active | AID 488839, 2010;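 active means highest replicate inhibition of at least 50% and at least 75% of replicates reaching 50%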;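 further: plate controls were DMSO neutral control for no effect and GW8510 at 10 µM for full effect; many of its hits are not listed in these tables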
PvdQ inh: P. aeruginosa PvdQ acylase inhibitors, primary screen, biochemical, fluorescence, plate reader and imaging, single point; 0.063% of 340,000 active; inhibition, % at 10 µM; purified PvdQ acylase; in the data active means inhibition above about 30%, passing the limit was not always enough;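 further: 0% = vehicle neutral wells and 100% = reference inhibitor wells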
Keap1-Nrf2 PPI: Keap1-Nrf2 protein-protein interaction inhibitors, primary screen, biochemical, fluorescence polarization, single point | inhibition, % at 9.4 µM | 0.15% of 340,000 active | Kelch-like ECH-associated protein 1 (Homo sapiens), Q14145 | Keap1 Kelch-Nrf2 peptide fluorescence polarization, 1536-well; in the data active means inhibition above about 12%;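 further: human Keap1 Kelch domain with fluorescein labeled Nrf2 9mer peptide probe; 0% = neutral control wells and 100% = peptide positive control; higher means more block of Keap1 binding to Nrf2 peptide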
Target sequence (Q14145 whole entry, looked up, the tested form may be a part): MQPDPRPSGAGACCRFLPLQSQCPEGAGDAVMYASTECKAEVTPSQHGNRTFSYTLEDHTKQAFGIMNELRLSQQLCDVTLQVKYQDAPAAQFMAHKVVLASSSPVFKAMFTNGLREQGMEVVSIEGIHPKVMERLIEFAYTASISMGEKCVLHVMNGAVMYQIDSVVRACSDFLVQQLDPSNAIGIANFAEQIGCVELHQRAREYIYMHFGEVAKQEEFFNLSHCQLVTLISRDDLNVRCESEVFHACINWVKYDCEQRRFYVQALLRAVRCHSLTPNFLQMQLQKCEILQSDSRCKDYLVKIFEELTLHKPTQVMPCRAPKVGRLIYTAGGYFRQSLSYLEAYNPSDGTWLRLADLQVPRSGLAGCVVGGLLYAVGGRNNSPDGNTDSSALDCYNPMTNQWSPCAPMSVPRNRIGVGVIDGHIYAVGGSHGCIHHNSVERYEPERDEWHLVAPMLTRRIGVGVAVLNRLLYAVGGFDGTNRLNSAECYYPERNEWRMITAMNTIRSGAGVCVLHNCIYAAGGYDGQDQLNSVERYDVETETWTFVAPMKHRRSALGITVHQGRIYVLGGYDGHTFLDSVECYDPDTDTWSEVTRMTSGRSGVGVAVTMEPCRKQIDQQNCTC
cardiac RTF act: cardiac RTF calcium sensitivity activators, primary screen, biochemical, IANBD-TnC fluorescence, EC20 calcium. Troponin I, cardiac muscle (Homo sapiens) + Troponin T, cardiac muscle (Homo sapiens) + …. IANBD-labeled TnC RTF fluorescence at EC20 calcium; 0% EC20 calcium, 100% full calcium. activation, % at 7.2 µM. 0.24% of 340,000 active. AID 493008, 2010;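 active means activation above the mean over all tested compounds plus 3 SD, cut at about 30% in these data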;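 further: rise in fluorescence read as greater calcium sensitivity of cardiac thin filaments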
Starred values were filed as active, the others as inactive; x = not tested or not shown; & = joins results of further samples.

SMILES	RTF Ca sens inh	Mot1-301 SUMO	Rtt109 HAT inh	C-LANA FP	PfHsp90 set2	NSD2 HMT inh	dFosB act	CDK5 inh	PvdQ inh	Keap1-Nrf2 PPI	cardiac RTF act
O=C(c1c[nH]c(C(=O)N2CCN(c3ccccc3F)CC2)c1)c1cccc(Cl)c1Cl	2	x	-5	-0.2	-248	3	1	-0.6	4	3	-5
COC(=O)/C(=C\Nc1ccc(Cl)cc1Cl)NC(=O)c1ccc(OC)cc1	-8	-13	-7	1.0	7	1	-8	1.9	-7	-4	-3
NS(=O)(=O)c1ccc(CNC(=O)C23CC4CC(CC(C4)C2)C3)cc1	0	84	-12	-0.3	-9	-3	-4	-0.5	3	-2	-2
O=C(CCC(=O)N1CCN(c2ccccn2)CC1)c1cccs1	-10	6	10	18	-2	3	-4	-1.6	9	1	-4
Cc1cc2ncn(C3CC(=O)N(Cc4ccc(N5CCCC5=O)cc4)C3=O)c2cc1C (centres undefined)	-8	4	8	-0.2	-23	x	-10	0.5	-16	-6	0
CCCCCn1c(N)c(C#N)c2nc3ccccc3nc21	0	4	-17	1.9	12	-6	1	0.9	-18	-3	0
COC(=O)c1sc(NC(=O)c2oc3ccccc3c2C)nc1C	-12	x	9	-0.8	8	0	-8	1.9	-5	0	9
O=C(NCc1ccccc1)C1(C(F)(F)F)C/C(=C/CCO)CCCO1 (centres undefined)	1	226	-1	0.4	8	x	0	1.6	-13	0	-3
O=C(CC(=O)c1ccccc1)Nc1ccccn1	-2	190	-5	0.3	-3	-2	4	1.4	-18	-5	-2
COc1cccc(-c2nc(CS(=O)(=O)CC(=O)NCCCOC(C)C)c(C)o2)c1	-3	46	-3	-0.5	-10	0	1	1.0	-6	4	4
O=C(CN1CCN(c2ccccc2O)CC1)Nc1ccccc1C(=O)NCCc1ccccc1	-1	115	-3	0.5	-11	2	-3	0.2	-16	4	-6
CC(C(=O)NCc1ccc2c(c1)OCO2)N1c2cccc3cccc(c23)S1(=O)=O (centres undefined)	1	2	-11	0.5	x	-5	-1	-0.8	2	1	4
O=C(NC(=S)N1CCCCC1)c1cccs1	-5	10	-9	-1.6	16	-1	0	0.9	-1	2	3
Cc1cc(C)n(CCCNCC(O)c2ccccc2)n1 (centres undefined)	-8&-2	5	-1&-5	-0.8&-2.0	-4&6	-7&-3	1&2	2.5&1.8	-6&-7	-4&0	5&-6
CCOC(CNC(=O)c1ccc(CNC(=O)c2ccc(OC)c(OC)c2)cc1)OCC	-8	-18	8	0.3	x	-2	0	0.9	-29	3	5
COC(=O)c1ccc(N2CCOCC2)c(NC(=O)Nc2cccc(OC)c2)c1	-5	241	2	-0.8	-2	x	2	1.4	-6	-4	4
COc1nc(C)nc(NC(=O)NS(=O)(=O)c2ccc(C)cc2)n1	-4	x	4	0.8	4	-5	2	-1.0	-2	4	-2
COc1ccc(-c2cc(C(=O)NNC(=O)c3csc(N4CCOCC4)n3)c3ccccc3n2)cc1	-3	15	6	-1.0	1	0	-1	-0.4	2	1	-11
Cc1nn(C(C)C(=O)O)c2ccccc12 (centres undefined)	2	-26	x	0.9	-10	-1	-3	-1.2	2	3	6
COc1ccc(NC(=O)c2[nH]c(C)c(C(C)=O)c2C)cc1	-17	7	-2	-1.3	10	3	5	-9.3	-3	-4	6
NC(=NC(=O)c1ccccc1)N1CCOCC1	-8	6	x	0.4	8	0	0	-1.0	-15	-7	8
COc1cc(C)c(NC(=O)COc2cccc3c2OC(C)(C)C3)cc1OC	0	-15	7	0.5	-3	28	0	1.1	-15	-4	0
CC(=O)N1CCC(=NNc2nc3ccccc3[nH]2)CC1	x	62	-1	1.2	8	-1	4	-0.1	-1	0	x
CCN(CC)C(=O)[C@H]1C[C@H](CC(=O)NCc2cccc(C(F)(F)F)c2)C(=O)N2CCc3c([nH]c4ccc(Cl)cc34)[C@]12C	-2	x	8	-0.6	0	x	-7	3.4	3	1	-2
CCC(c1nnnn1CC1CCCO1)N(CCCO)Cc1cc2cccc(C)c2[nH]c1=O (centres undefined)	-11	-9	-2	-2.3	-58	9	-8	-1.1	-8	-11	2
CCOP(=O)(OCC)C(NC(=O)Nc1cccc(Cl)c1)c1ccccc1 (centres undefined)	-1	9	x	-1.1	13	-4	0	-1.1	-7	-5	5
O=C(COc1ccc(/C=N/NS(=O)(=O)c2ccccc2)cc1)NCCc1ccccc1	-3	3	0	2.9	2	-1	-4	0.7	3	0	9
Cn1c(=O)c2c(nc(NCCNC(=O)c3ccco3)n2Cc2ccccc2)n(C)c1=O	-8	-6	-7	0.7	-6	x	5	-0.6	-17	-4	0
O=C(Nc1ccc([N+](=O)[O-])cc1NC(=O)c1ccccc1)c1ccccc1	4	x	1	-0.7	-7	15	2	0.1	-15	-2	5
O=c1/c(=C\c2ccc(O)cc2)sc2nc(-c3ccccc3)c(-c3ccccc3)n12	-10	-14	-17	1.9	4	0	-9	1.0	-16	0	1
CCC(=O)NNc1nc2c(F)cccc2s1	-4	23	4	0.2	-9	-1	3	-1.3	-13	4	0
COc1ccc(C(=O)NCc2ccco2)cc1S(=O)(=O)NC1CC1	3	-9	0	-1.0	-2	-4	2	0.3	-13	-7	1
NC(=O)c1ccc(SCC(=O)OCC(=O)NCC2CCCCC2)c([N+](=O)[O-])c1	12	-4	-2	-1.2	-9	5	0	1.4	-2	2	2
COCCCN(C(=O)C1CCC1)c1c(N)n(Cc2ccccc2)c(=O)[nH]c1=O	7	2	-18	0.1	-18	-1	-2	0.1	-17	5	-2
Cc1cccc(C(=O)Nc2cccc3c2CCCC3)c1	-5	-25	0	1.1	-17	-4	-7	-0.6	-6	0	6
CCCCc1nc2ccccc2c(NC(=O)CN2CCCC2)c1CCC	-6	3	x	-1.1	4	0	-5	-1.4	1	0	1
Cc1cccc(N/N=C(\C#N)S(=O)(=O)C(C)(C)C)c1	-10	-14	-6	0.4	6	-1	6	-0.6	1	3	2
Cc1cc(NC(=O)CSc2nnc(-c3cccc(Cl)c3)o2)no1	-1	-12	-5	-0.3	-1	-2	5	-0.4	-6	-2	6
CC(=O)Nc1cccc(-n2nnc(SCC(=O)N(C)c3ccccc3)n2)c1	2	2	3	12	3	4	-3	0.0	1	2	-7
CCOC(=O)CC1COc2ccccc2N1C(=O)c1ccc(C)cc1 (centres undefined)	-2	2	3	-0.6	-8	-4	2	2.7	-13	-3	3
Cc1nnc(N/N=C\c2ccc(-c3ccccc3[N+](=O)[O-])o2)n1N	-5	8	8	-2.5	-2	93*	-4	-1.0	5	-1	2
CCN1C(=O)[C@@H]2[C@@H](c3ccc(-c4ccc(OC)cc4)c(OC)c3)N3CCC[C@@]3(C(=O)OC)[C@@H]2C1=O	-7	-17	-4	-0.6	-13	x	-3	1.6	-15	-3	2
CC1CCc2c(C(=O)NCC3CCCO3)csc2C1 (centres undefined)	4	24	8	-0.5	18	2	-1	-1.5	-12	3	1
CCc1ccc2c(c1)C1(SC(NC(C)=O)=NN1C(C)=O)C(=O)N2CC (centres undefined)	-5	-4	7	-4.2	21	1	2	-0.6	-9	1	1
CNC(=O)c1sccc1SCc1c(Cl)cccc1Cl	-1	24	-10	-0.9	-2	3	-6	0.9	-20	-6	10
O=C(Nc1ccccc1)OCCCc1ccccc1	2	7	-18	-0.8	-54	-22	-2	0.6	-2	-2	5
CCOc1ccc(/C=N/NC(=S)NC2CC3CCC2C3)cc1 (centres undefined)	x	-8	-2	-1.3	0	1	-1	0.4	-3	-1	x
Cc1c(NS(=O)(=O)c2ccc(C(=O)NCc3ccc(F)cc3)cc2)c(=O)n(-c2ccccc2)n1C	-2	-3	-2	1.3	14	0	-8	-4.3	-10	0	5
CCOC(=O)N1CCC(NC(=O)CN2C(=O)CSc3nc(C)cc(C)c32)CC1	-2	13	10	6.1	-1	x	1	0.3	0	-3	9
CCCCN(CC)Cc1c(O)ccc2c(-c3ccccc3)cc(=O)oc12	-2	-6	-92	20	18	x	-9	0.2	-7	4	0

New compounds follow
SMILES	RTF Ca sens inh	Mot1-301 SUMO	Rtt109 HAT inh	C-LANA FP	PfHsp90 set2	NSD2 HMT inh	dFosB act	CDK5 inh	PvdQ inh	Keap1-Nrf2 PPI	cardiac RTF act
Clc1cccc(N/N=C/c2ccncc2)c1	4	135	x	-0.1	-1	1	2	0.9	7	5	-13
O=[N+]([O-])c1ccc2oc(C(O)c3cccc(Cl)c3)cc2c1 (centres undefined)	2	31	6	-0.4	-23	4	7	2.1	4	3	-10
COc1ccc(C(C)C)cc1S(=O)(=O)NCc1ccccn1	1	-4	2	0.5	x	-2	-1	0.2	-5	-2	-3
COc1ccc(C(=O)c2cnc(C(C)C)n2C)cc1	5	5	-1	0.2	17	0	2	4.1	3	-1	2
CC1(c2ccccc2)CC(c2ccccc2)=Nc2ccccc2N1 (centres undefined)	-5	3	-6	0.5	-14	x	-10	-2.2	-6	-1	6
Cc1cc(C(=O)Nc2cccc(C(=O)O)c2)oc1C	4	-34	3	-0.4	8	0	-4	3.6	-7	-3	-6
COc1cccc(C2c3[nH]c4ccccc4c3C[C@H]3C(=O)N(C4CCN(Cc5ccccc5)CC4)CC(=O)N23)c1 (some centres undefined)	-1	-2	8	0.2	23	0	38*	1.4	-12	-6	3
Cc1nnc(SCC(=O)Nc2ccccc2F)n1-c1ccc(F)cc1	-6	-1	-5	2.7	-44	x	-12	1.7	-6	0	0
CCOc1ccccc1NC1c2ccccc2C(=O)N1c1cccnc1 (centres undefined)	0	-4	3	1.0	9	5	5	1.8	7	-2	-7
COC(=O)C(CC(=O)c1ccc(Br)cc1)n1cccn1 (centres undefined)	2	19	-6	0.5	2	-2	3	-0.8	0	5	-1
CCOc1ccc(S(=O)(=O)NC(C)C(=O)NCc2cccnc2)cc1 (centres undefined)	-4	-28	5	1.4	24	-8	-4	1.4	1	2	-11
